Tn6 DDE FP: inhibitors of Tn6 peptide binding to human fibrin DD(E) | P02675 | 370,000 compounds, 0.21% hits | inhibition, % at 8.3 µM | Fibrin DD(E) TRITC-Tn6 fluorescence polarization displacement;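 active = inhibition above a per-campaign cutoff: mean of compounds within control limits plus 3 SD, cut at about 15% in these data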;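 also: 0% = median of all compound wells on the plate and 100% = blocking peptide control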
ADAM17 inh: inhibits human ADAM17; P78536; 370,000 compounds, 0.83% hits; inhibition, % at 6.95 µM; recombinant ADAM17, EDANS/DABCYL FRET peptide cleavage;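 active = inhibition above the mean of compounds lying between control limits plus 3 SD, set per campaign, cut at about 8.5% in these data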;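 also: 0% = DMSO-only wells as the low control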
PLCg1 inh: PLC-gamma1 (human) inhibition, primary screen | P19174 | purified PLC-gamma1, fluorogenic substrate, fluorescence | inhibition, % at 12.2 µM | 370,000 compounds, 0.84% hits | AID 720700; in the data active = inhibition above about 9.5%
PLC-beta3 inh: blocks human PLC-beta3 enzyme activity; Q01970; Purified PLC-beta3, fluorogenic substrate, fluorescence; inhibition, % at 12.2 µM; 370,000 compounds, 0.18% hits; in the data active = inhibition above about 11%;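 also: 0% = median of compound wells on plate and 100% = full blocker control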
Target sequence (Q01970 whole entry, looked up): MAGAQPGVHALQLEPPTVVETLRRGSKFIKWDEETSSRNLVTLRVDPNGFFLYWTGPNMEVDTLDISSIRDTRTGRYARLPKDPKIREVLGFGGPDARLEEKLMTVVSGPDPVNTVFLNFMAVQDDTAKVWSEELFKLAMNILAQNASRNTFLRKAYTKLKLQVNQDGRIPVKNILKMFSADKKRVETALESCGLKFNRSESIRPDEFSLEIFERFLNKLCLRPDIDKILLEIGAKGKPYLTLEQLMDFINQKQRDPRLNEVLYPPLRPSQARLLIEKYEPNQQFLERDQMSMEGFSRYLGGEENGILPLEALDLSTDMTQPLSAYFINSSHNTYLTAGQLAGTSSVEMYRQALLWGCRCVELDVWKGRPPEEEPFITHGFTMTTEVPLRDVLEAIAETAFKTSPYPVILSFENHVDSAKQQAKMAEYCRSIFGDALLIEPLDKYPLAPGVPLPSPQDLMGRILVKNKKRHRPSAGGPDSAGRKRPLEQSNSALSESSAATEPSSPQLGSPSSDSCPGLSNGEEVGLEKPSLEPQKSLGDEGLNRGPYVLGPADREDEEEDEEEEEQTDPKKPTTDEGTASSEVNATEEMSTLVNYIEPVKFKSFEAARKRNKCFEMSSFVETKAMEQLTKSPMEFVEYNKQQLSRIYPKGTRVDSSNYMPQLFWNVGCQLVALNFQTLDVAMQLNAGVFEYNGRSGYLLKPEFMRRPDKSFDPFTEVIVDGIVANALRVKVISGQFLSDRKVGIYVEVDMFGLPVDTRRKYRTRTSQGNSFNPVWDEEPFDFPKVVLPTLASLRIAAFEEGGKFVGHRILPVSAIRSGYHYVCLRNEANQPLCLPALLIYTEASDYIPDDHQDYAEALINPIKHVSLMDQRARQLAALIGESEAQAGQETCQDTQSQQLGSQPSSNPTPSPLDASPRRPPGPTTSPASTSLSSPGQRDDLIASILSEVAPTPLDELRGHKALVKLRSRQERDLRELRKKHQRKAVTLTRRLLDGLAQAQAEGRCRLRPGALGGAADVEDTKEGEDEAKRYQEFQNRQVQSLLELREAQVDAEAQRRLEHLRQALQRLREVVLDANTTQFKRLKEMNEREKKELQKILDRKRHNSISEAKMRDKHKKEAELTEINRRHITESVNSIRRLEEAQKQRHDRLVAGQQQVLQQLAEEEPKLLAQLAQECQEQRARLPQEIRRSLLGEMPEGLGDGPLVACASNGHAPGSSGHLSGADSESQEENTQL
ASAP1 inh: inhibitors of human ASAP1 ArfGAP activity; Q9ULH1; ASAP1-stimulated ARF1 GTP hydrolysis, GDP FP detection; inhibition, % at 16.5 µM; 360,000 compounds, 0.19% hits; in the data active = inhibition above about 25%;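 also: 0% = vehicle with enzyme and substrate and 100% = no enzyme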
proKLK7 act: proKLK7 (human) activation, primary screen | P49862 | purified proKLK7, EDANS-DABCYL substrate fluorescence; 100% is mature enzyme control, 0% vehicle | activation, % at 7 µM | 370,000 compounds, 0.9% hits | AID 652039;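 active = activation above the mean of all tested compounds plus 3 SD, computed per campaign excluding outliers beyond control limits, cut at about 13% in these data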
ARFGAP1 inhibitor: rat ARFGAP1 inhibition | 360,000 compounds, 0.26% hits | Q62848 | Arfgap1-stimulated ARF1 GTP hydrolysis, GDP FP detection | inhibition, % at 16.5 µM;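 active = inhibition above a per-plate limit, mean inhibition of low control wells plus 3 SD, cut at about 25% in these data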;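 also: 0% = DMSO wells with enzyme and 100% = wells lacking Arfgap1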
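system = rat Arfgap1 catalytic domain, aa 1-136 | technique = FP, GDP Alexa 633 tracer displaced from anti-GDP antibody, 620/688 nm | compound = one concentration, 16.5 µM, DMSO 1.26% | medium = HEPES-based buffer, pH 7.5 | timing = compound-enzyme preincubation 20 min, reaction 120 min, detection 60 min, 25 °C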
UHRF1 MBD2 ctr: blocks human UHRF1 binding to methylated DNA; UHRF1 binding to methylated oligo, TR-FRET; inhibition, % at 4.4 µM; Q96T88; AID 687016; 370,000 compounds, 0.75% hits; in the data active = inhibition above about 21%;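 also: UHRF1 SRA domain binding a hemimethylated CpG hairpin DNA probe; 0% = median of test compound wells and 100% = reference inhibitor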
Tn7 DDE FP: disrupts Tn7 cyclic peptide binding to fibrin D-Dimer-E complex; P02675; FP displacement of FITC-Tn7 peptide from fibrin DD(E); 0% = median of compound wells per plate; 370,000 compounds, 0.13% hits; inhibition, % at 8.3 µM;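 active = inhibition above the mean of compounds falling within the control limits plus 3 SD of them, cut at about 14% in these data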;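 also: 0% = plate median of compound wells and 100% = 10 µM Aha-Tn7 peptide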
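System: human fibrin DD(E); quantity: Fibrin-DD(E) at 2 µM final; also added: fluorescent Tn7 probe at 0.1 µM; compound dosing: single nominal test concentration of 8.3 µM per compound; schedule: 10 min preincubation, 3 h with tracer, room temperature; detection: fluorescence polarization of the labelled Tn7 tracer; repeats: one replicate per compound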
MBD2 DNA inh: inhibitors of human MBD2 binding to methylated oligonucleotide; AID 686964; 370,000 compounds, 0.31% hits; inhibition, % at 4.4 µM; TR-FRET; Q9UBB5; in the data active = inhibition above about 13%
Active calls of the source: *.

Preview (four entries):
SMILES	Tn6 DDE FP	ADAM17 inh	PLCg1 inh	PLC-beta3 inh	ASAP1 inh	proKLK7 act	ARFGAP1 inhibitor	UHRF1 MBD2 ctr	Tn7 DDE FP	MBD2 DNA inh
O=C(NCc1cccs1)c1ccncc1	5	-1	5	5	-11	-0.2	-11	1	-4	-2
CCOC(=O)C1CCN(c2c(NCc3ccc(N(C)C)cc3)c(=O)c2=O)CC1	-8	-6	1	-11	2	-0.4	1	2	-2	3
O=C(Cc1cccc2ccccc12)N/N=C/c1ccc(O)c([N+](=O)[O-])c1	-3	-2	-1	3	-7	-0.2	-3	-2	5	-3
Cc1cccc(-c2nc3sc(C)cc3c(=O)o2)c1	-3	1	-14	-24	9	-0.4	3	-2	4	4

Main list, from the start:
SMILES	Tn6 DDE FP	ADAM17 inh	PLCg1 inh	PLC-beta3 inh	ASAP1 inh	proKLK7 act	ARFGAP1 inhibitor	UHRF1 MBD2 ctr	Tn7 DDE FP	MBD2 DNA inh
O=C(NCc1cccs1)c1ccncc1	5	-1	5	5	-11	-0.2	-11	1	-4	-2
CCOC(=O)C1CCN(c2c(NCc3ccc(N(C)C)cc3)c(=O)c2=O)CC1	-8	-6	1	-11	2	-0.4	1	2	-2	3
O=C(Cc1cccc2ccccc12)N/N=C/c1ccc(O)c([N+](=O)[O-])c1	-3	-2	-1	3	-7	-0.2	-3	-2	5	-3
Cc1cccc(-c2nc3sc(C)cc3c(=O)o2)c1	-3	1	-14	-24	9	-0.4	3	-2	4	4
O=C(CC(Cc1ccccc1)c1ccco1)NC1CCCCC1 (stereo not given)	6	-2	1	1	-12	-0.3	-4	-1	6	-1
COc1ccc(S(=O)(=O)N(Cc2nc3ccccc3c(=O)[nH]2)C2CCCC2)cc1	3	-5	-10	-4	-4	0.4	4	-1	4	4
CC(C)(C)n1nnnc1C(C1CC1)N1CCN(C/C=C/c2ccccc2)CC1 (stereo not given)	4	5	4	4	11	-0.1	3	1	-1	-3
O=S(Cc1ccc(Br)cc1)Cc1nnc(SCc2c(F)cccc2Cl)n1-c1ccccc1 (stereo not given)	-1	4	2	2	2	-0.3	-1	3	2	0
OCCN1CCN(c2ncnc3c2ncn3[C@H]2CN(Cc3ccncc3)C[C@@H](CO)O2)CC1	3	-1	-1	3	4	0.2	1	0	10	-1
O=c1cc(-c2ccccc2)nc2nc(-c3ccccc3)[nH]n12	1	-7	-2	-2	0	-0.3	-6	-2	1	3
Cc1cccc(OCC(=O)N/N=C/c2sc(=O)n(Cc3cccc(C(=O)O)c3)c2Cl)c1	-4	-6	1	-7	-11	-0.2	0	0	9	-6
COc1ccc(C2C(C(=O)c3ccco3)=C(O)C(=O)N2CC2CCCO2)cc1 (stereo not given)	7	-2	-2	-9	6	0.0	1	-5	3	-4
O=C(O)[C@H](Cc1ccccc1)Nc1ccc([N+](=O)[O-])cn1	0	-7	-4	-9	8	-0.1	-1	1	7	1
Cc1ccccc1OCC(=O)NNC(=O)c1cc(S(=O)(=O)N2CCOCC2)ccc1N1CCCC1	4	-32	3	-4	3	-0.3	9	0	7	-2
CC(=O)Nc1cc(C(=O)O)ccc1S(=O)(=O)c1ccc(C)cc1	3	-13	-8	-9	9	-0.2	2	-1	-5	0
Cc1ccc(OCCNC(=O)c2cc(C(=O)NCCOc3ccc(C)cc3)cc([N+](=O)[O-])c2)cc1	-5	2	-1	1	-3	0.1	2	3	9	-3
Nc1c(Cl)ncnc1NCC(O)CO (stereo not given)	-2	-1	2	-2	11	-0.4	4	2	-3	-3
NS(=O)(=O)c1cccc(NC(=O)COC(=O)CCSc2ccccc2)c1	1	-2	1	2	-11	-0.4	5	-1	-7	2
O=c1c2c(n3cnnc3n1-c1ccccc1)-c1ccccc1CC21CCCC1	-3	-3	7	-7	-6	-0.2	16	2	-1	0
COc1ccc(NS(=O)(=O)c2ccc(OC)c(NC(=O)CCC3CCCCC3)c2)cc1	7	3	2	3	1	-0.2	-4	2	-1	-1
O=C(C1CCCCN1S(=O)(=O)c1ccccc1)N1CCN(C(c2ccccc2)c2ccccc2)CC1 (stereo not given)	0	4	4	-1	-1	-0.4	7	0	3	1
N#Cc1nc(Cc2ccccc2)oc1NCc1cccnc1	1	-1	0	2	4	0.0	-3	-1	-8	-3
C/C(=N\NC(=O)COc1ccccc1-c1ccccc1)c1cccnc1	3	2	-94	-4	2	-0.4	13	-2	1	-6
CCOC(=O)C1=CC[C@@H](c2ccc(F)cc2)N(S(=O)(=O)c2ccc(C)cc2)[C@H]1c1ccccc1	-2	1	3	-2	4	-0.1	-3	-1	3	-4
O=C(Cn1nnc(N2CCCCC2)n1)c1ccc(Cl)c(Cl)c1	-2	-8	0	-8	5	-0.2	10	3	5	3
Next section:
SMILES	Tn6 DDE FP	ADAM17 inh	PLCg1 inh	PLC-beta3 inh	ASAP1 inh	proKLK7 act	ARFGAP1 inhibitor	UHRF1 MBD2 ctr	Tn7 DDE FP	MBD2 DNA inh
C/C(=N\NC(=O)COc1ccccc1-c1ccccc1)c1ccccn1	0	3	3	-7	0	0.2	-6	15	3	2
Cc1ccc(NC2CCCN(C(=O)CCCN3CCCCC3=O)C2)cc1C (stereo not given)	3	-1	2	-3	4	0.1	-5	-4	0	-2
COc1cc2sc3ccc(C#Cc4ccc(N)cc4)cc3c(=O)c2cc1OC	4	-5	-29	-39	14	0.8	6	6	-1	5
CC(C)(C)CC(C)(C)c1ccc(O)c(CN2CCN(CCC#N)CC2)c1	3	-1	1	0	9	0.0	-4	-3	13	-1
CCCn1c2ccccc2c2cnn(CC(=O)N3CCOCC3)c(=O)c21	-4	-25	-1	-8	3	1.0	15	-1	-11	2
Cc1ccc(-c2ccc3c(c2)O[C@H](CN(C)C(=O)Nc2ccc(C(F)(F)F)cc2)[C@H](C)CN([C@H](C)CO)S3(=O)=O)cc1	3	4	3	3	1	-0.1	-4	-1	6	-9
CCOc1ccccc1N(CC(=O)Nc1ccccc1C(=O)OC)S(C)(=O)=O	-10	-2	2	1	-3	0.1	-8	0	9	-3
COc1cccc(/C=N/NC(=S)NCCc2ccccc2)c1OC	0	-1	-2	-15	-8	-0.6	16	-1	-3	4
COc1cc(C(=O)N2CCN(C(=O)C3COc4ccccc4O3)CC2)cc(OC)c1OC (stereo not given)	-5	-3	3	-4	8	-0.1	-18	-3	-3	3
COc1ccccc1CC(NC(C)=O)C(=O)N1CCN(C(=O)Nc2ccccc2Cl)CC1 (stereo not given)	6	-1	-3	0	-11	0.0	2	0	7	-3
CCOC(=O)C1=C(C)OC(N)=C(C#N)C1c1cc(OC)c2c(c1)OCO2 (stereo not given)	-3	-10	-29	-38	8	1.5	0	14	-4	-2
Cc1c(Cl)cccc1NC(=S)NCCN1CCOCC1	11	1	-1	4	0	0.7	-3	-5	-1	2
O=C(CSc1nc(-c2ccco2)cc(C(F)(F)F)n1)NCCc1ccccc1	-5	-22	-8	-12	10	1.2	3	-2	-1	0
CCNC(=O)N(CC)C[C@H]1N[C@@](C)(C(=O)OC)[C@H]2C(=O)N(C)C(=O)[C@@H]12	-2	7	2	4	-6	-0.7	-4	1	-1	-6
O=C1CC(C(=O)O)S/C(=N\NC(=O)c2ccc(F)cc2)N1 (stereo not given)	-5	0	6	2	-4	-0.1	-2	-5	4	-6
O=C(COC(=O)c1cccc(Br)c1)NCCNC(=O)COC(=O)c1cccc(Br)c1	2	-2	2	-11	3	-0.2	10	0	7	5
Nc1nonc1C(=O)N/N=C/c1cc2c(cc1Br)OCO2	4	-3	-3	-7	12	0.0	1	2	-2	5
CC(C)OC(=O)CSc1nnc(-c2cccnc2)n1N	-6	-1	3	0	6	-0.4	-4	-2	8	-2
Cc1ccc(S(=O)(=O)NCC(=O)OCC(=O)c2ccc(S(=O)(=O)N3CCCCC3)cc2)cc1C	-4	0	0	-5	4	0.8	6	-1	-8	25*
COc1cc(/C=C2/NC(=O)N(CC(=O)Nc3cccc(C)c3)C2=O)ccc1OCC(N)=O	9	-9	-24	-31	3	146*	3	-1	-11	1
COc1ccccc1N1CCN(C2CCCCC2NS(=O)(=O)c2ccccc2)CC1 (stereo not given)	-1	-5	1	-5	-3	-0.6	2	-1	-6	0
Cc1cc(Cl)ccc1NC(=O)c1ccc2c(c1)OCO2	-4	-5	-6	-6	4	-1.2	2	1	0	3
O=c1c2ccccc2nnn1CCN1CCOCC1	-3	-4	-2	-3	-8	0.1	12	13	10	4
Cn1c(=NC(=O)CCS(=O)(=O)c2ccccc2)sc2cc(F)ccc21	3	-3	-4	-16	4	0.6	6	-1	-2	1
Oc1ccc(/C=N\Nc2nncc(-c3ccccc3)n2)cc1	-8	-5	-4	-14	-10	0.0	0	0	4	4
(continued)
SMILES	Tn6 DDE FP	ADAM17 inh	PLCg1 inh	PLC-beta3 inh	ASAP1 inh	proKLK7 act	ARFGAP1 inhibitor	UHRF1 MBD2 ctr	Tn7 DDE FP	MBD2 DNA inh
CC(OC(=O)/C=C/c1cccs1)C(=O)NC1CCCCC1C (stereo not given)	3	3	4	-4	-8	0.3	12	1	0	-5
Cc1ccc(S(=O)(=O)NC(Cc2ccccc2)C(=O)NN)cc1 (stereo not given)	9	5	-1	-7	3	0.0	1	-2	1	-1
O=C(COC(=O)CNC(=O)c1ccccc1)Nc1ccc(S(=O)(=O)N2CCCC2)cc1	-5	-4	2	0	-13	0.5	-4	0	4	-3
CCOC(=O)Cc1csc(SCC(=O)Nc2cc(Cl)ccc2Oc2ccccc2)n1	1	3	1	-2	13	1.4	9	-2	0	-3
CCOC(=O)C(CC)n1nc(C)n2c(cc3sccc32)c1=O (stereo not given)	-5	-3	-4	0	-1	0.3	-10	-1	9	-6
NCc1c(O)ccc2ccccc12	-1	-22	-3	-8	-3	-7.7	10	-4	2	-5
CCC(C)NC(=O)CCC(=O)NNc1nc2ccccc2c2nc(C)nn12 (stereo not given)	-4	-3	0	4	18	0.9	-5	-1	7	0
CSCCC(NC(=O)c1ccc(Cl)cc1Cl)C(=O)NCc1ccccn1 (stereo not given)	5	-2	0	-11	18	-0.6	5	3	3	2
C=CCN1c2ccccc2[C@]23C[C@@H](C(=O)OC)N(C(=O)NCCC)C2=NC(C(=O)OC)=C(C(=O)OC)[C@H]13	-3	3	6	-1	-2	-0.4	-13	-3	5	1
Cc1ccc(C(OCC(O)CN2CCCCC2)c2ccccc2)cc1 (stereo not given)	-14	6	6	-1	1	-0.2	6	2	-5	1
CC(=O)c1ccc(NC(=O)CCc2c(C)nn(-c3ccc(N4CCOCC4)nn3)c2C)cc1	-6	2	4	-2	-1	-0.3	-16	-1	-2	5
COc1ccc(C(=O)O/N=C(/c2cccs2)C(C)(C)C)cc1	-4	-1	-2	-6	4	-0.5	16	2	7	0
CSc1ccccc1C(=O)OCC(=O)NC1CC1	7	-5	0	-1	-13	-0.1	0	0	-5	-2
Cc1cc(C)cc(OCC(=O)Nc2nc(-c3ccccn3)cs2)c1	6	-1	-3	-8	-5	-0.1	1	0	-5	2
Cc1onc(-c2ccccc2Cl)c1C(=O)NCc1ccc(N2CCCC2=O)cc1	-2	-7	-1	0	-8	-0.6	-1	2	1	3
CC(C(=O)N1CCN(Cc2ccccc2)CC1)c1ccc([N+](=O)[O-])cc1 (stereo not given)	-6	-4	1	-8	-7	0.3	-3	-2	3	4

Screening results from PubChem BioAssay.
